Screening results from PubChem BioAssay.
HTR5A inv ctr = HTR5A inverse agonism, opioid heterodimer counter-screen. inhibition, % at 9.3 µM. AID 504634. HTR5A cell line, luminescence. 340,000 compounds, 0.083% hits; in the data active = inhibition mostly above about 23%, no sharp cut-off; inactive = mostly below about 18%;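 also: 0% = cells with DMSO and 100% = no-cell wells with DMSO; some compounds called inactive have numbers as strong as hits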
HTR5A ag = counter-screen for OPRM1-OPRD1 agonists: human HTR5A agonism. HTR5A agonist assay, luminescence, cell-based. activation, % at 9.3 µM. 340,000 compounds, 0.61% hits; in the data active = activation mostly above about 9.5%, no sharp cut-off; inactive = mostly below about 7.6%;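 also: 0% = cells with vehicle only and 100% = reference agonist; strong numbers were not always called active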
CDK5 p35 inh = CDK5/p35 (human) kinase inhibition; Q00535+Q15078; Recombinant CDK5/p35, ADP-Glo luminescence, 60 min; inhibition, % at 10 µM; 330,000 compounds, 0.01% hits; AID 488839;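 active = highest replicate inhibition of at least 50% and at least 75% of replicates reaching 50%; inconclusive = only one of the two criteria met; inactive = both criteria failed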;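 also: plate controls were DMSO neutral control for no effect and GW8510 at 10 µM for full effect; many of its hits are not listed in these tables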
Target sequence (Q00535 whole entry, looked up): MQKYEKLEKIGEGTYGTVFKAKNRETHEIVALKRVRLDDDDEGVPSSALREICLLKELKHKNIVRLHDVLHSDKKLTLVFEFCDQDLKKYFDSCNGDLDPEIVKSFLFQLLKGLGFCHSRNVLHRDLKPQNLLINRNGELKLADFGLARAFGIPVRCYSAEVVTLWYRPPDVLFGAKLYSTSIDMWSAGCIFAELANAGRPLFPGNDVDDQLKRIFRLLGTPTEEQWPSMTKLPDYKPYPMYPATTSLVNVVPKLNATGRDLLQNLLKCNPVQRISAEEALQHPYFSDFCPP
Target sequence (Q15078 whole entry, looked up): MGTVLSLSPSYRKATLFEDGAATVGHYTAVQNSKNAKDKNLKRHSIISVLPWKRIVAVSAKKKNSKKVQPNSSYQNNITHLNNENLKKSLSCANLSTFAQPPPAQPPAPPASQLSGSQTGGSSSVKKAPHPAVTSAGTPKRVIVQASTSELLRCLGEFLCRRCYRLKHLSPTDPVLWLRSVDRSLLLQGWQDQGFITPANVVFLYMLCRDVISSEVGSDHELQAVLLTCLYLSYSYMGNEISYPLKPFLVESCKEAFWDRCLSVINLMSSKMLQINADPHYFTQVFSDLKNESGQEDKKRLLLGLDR
dFosB act = enhances mouse delta FosB homodimer DNA binding. activation, % at 25 µM. purified delta FosB, TAMRA-CDK5 oligo fluorescence polarization; percent of positive-control signal above neutral wells. 340,000 compounds, 0.99% hits. P13346;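 active = mean activation above about 17%, with every replicate also reaching it, limit read from the data, passing the limit was not always enough; inconclusive = only one of the two conditions met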;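 also: fluorescence polarization rise as delta FosB binds a TAMRA Cdk5 AP-1 oligo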
Wnt act = activators of Wnt/beta-catenin signaling; Wnt/beta-catenin reporter cell assay, activator, plate reader; activation, % at 9.35 µM; 300,000 compounds, 1.2% hits; in the data active = activation above about 30%, passing the limit was not always enough; inconclusive = no clear call, values can overlap the other calls;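 also: 0% = neutral control wells and 100% = positive control wells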
PvdQ acylase = P. aeruginosa PvdQ acylase inhibition. purified PvdQ acylase, fluorescence plate reader. inhibition, % at 10 µM. 340,000 compounds, 0.063% hits; in the data active = inhibition above about 30%, passing the limit was not always enough; inconclusive = no clear call, values can overlap the other calls;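 also: 0% = vehicle neutral wells and 100% = reference inhibitor wells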
SR-BI HDL uptake = inhibitors of mouse SR-BI mediated HDL lipid uptake. Q61009. ldlA[mSR-BI] CHO cells, DiI-HDL uptake fluorescence, 3 h. inhibition, % at 12.5 µM. 320,000 compounds, 0.96% hits. AID 488896;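 active = mean replicate inhibition of at least 70% and a set share of replicates each scoring 70 or more; inconclusive = meets just one of the two criteria; inactive = fails both criteria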;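 also: 0% = median of neutral control wells and 100% = median of positive control wells; values of inactives mirror those of a sister screen read the other way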
Target sequence (Q61009 whole entry, looked up): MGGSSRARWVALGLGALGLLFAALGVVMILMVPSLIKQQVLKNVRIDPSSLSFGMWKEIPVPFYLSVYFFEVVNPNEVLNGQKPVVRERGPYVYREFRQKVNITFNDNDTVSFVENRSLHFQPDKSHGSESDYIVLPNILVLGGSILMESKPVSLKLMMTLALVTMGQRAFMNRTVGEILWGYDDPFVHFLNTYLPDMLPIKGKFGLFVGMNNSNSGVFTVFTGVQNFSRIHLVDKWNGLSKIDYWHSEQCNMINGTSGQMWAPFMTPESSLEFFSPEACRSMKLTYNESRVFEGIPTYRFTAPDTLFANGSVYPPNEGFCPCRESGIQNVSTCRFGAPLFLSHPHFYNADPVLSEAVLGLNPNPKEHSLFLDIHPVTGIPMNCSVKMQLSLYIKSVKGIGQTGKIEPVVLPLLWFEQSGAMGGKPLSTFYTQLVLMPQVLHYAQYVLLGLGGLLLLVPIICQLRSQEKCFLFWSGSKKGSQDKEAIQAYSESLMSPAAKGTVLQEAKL
V-ATPase pH = regulators of yeast V-ATPase proton transport; S. cerevisiae, pHLuorin cytosolic pH fluorescence; response, % at 10 µM; 350,000 compounds, 0.37% hits; in the data active = response mostly above about 7.3%, no sharp cut-off; inactive = mostly below about 5.4%; also: actives read high; inactives centre near 0; some compounds called inactive have numbers as strong as hits; reference of the scale not given here
MITF TRPM1 HTS = increases MITF-driven TRPM1 promoter luciferase signal. 300,000 compounds, 0.75% hits. SK-MEL-5 TRPM1-promoter luciferase, 24 h; % of positive control, neutral wells = 0. AID 588334. activation, % at 12.5 µM;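 active = mean activation of at least 80% with every replicate also reaching 80%; inconclusive = mean reaches 80% but some replicate falls short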;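 also: 0% = neutral control wells and 100% = parthenolide positive control wells; values of inactives mirror those of a sister screen read the other way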
NSD2 HMT inh = inhibitors of human histone methyltransferase NSD2; O96028; inhibition, % at 12.5 µM; 310,000 compounds, 0.54% hits; AID 743445; NSD2 peptide methylation, AlphaScreen, 120 min; in the data active = inhibition above about 50%
An asterisk follows results filed as active; u = inconclusive; x = not tested or not shown. No enrichment for hits. Share with any hit: about 5%.

SMILES	HTR5A inv ctr	HTR5A ag	CDK5 p35 inh	dFosB act	Wnt act	PvdQ acylase	SR-BI HDL uptake	V-ATPase pH	MITF TRPM1 HTS	NSD2 HMT inh
COC(=O)c1ccc(/C=C2/SC(=S)N(CCC(=O)N3CCOCC3)C2=O)cc1	20	-1	-0.7	0	-1	-5	-12	2	-9	0
Cc1nn(-c2ccccc2)c(C)c1NC(=O)COC(=O)[C@@H](NC(=O)c1ccccc1)C(C)C	-3	1	0.6	-8	-4	-10	-5	1	-4	0
Cc1ccc(O)c(NC(=O)c2cc(-c3ccccc3Cl)on2)c1	-3	1	-1.0	1	-3	-2	-3	1	x	0
CCOC(=O)c1c(C)n(CC(O)CN(C)C)c2cc(Br)c(OC)cc12 (centres undefined)	8	-2	0.5	31*	2	-3	1	1	16	-1
Cc1ccc(C(=O)NC(=S)NCC2CCCO2)cc1 (centres undefined)	-5	2	-4.1	2	x	-15	13	3	u	0
NCC(=O)N1CCC(C(=O)N[C@@H](Cc2c[nH]c3ccccc23)C(=O)O)CC1	-5	1	-0.1	5	3	-3	-1	0	-3	x
O=C(CNC(=O)Cc1cccc2ccccc12)NCc1ccc(F)cc1	-2	1	0.4	-10	-2	-2	-17	-3	15	10
O=C(COC(=O)/C=C/c1cccc(Cl)c1)NC1CCCC1	10	-3	0.1	-2	11	0	-8	3	-3	-2
Cc1ccn2c(=O)c(NC(=O)COc3ccccc3)c(C)nc2c1	8	1	1.4	0	-1	0	-22	0	3	0
O=C(COC(=O)C1CCN(S(=O)(=O)c2ccccc2C(F)(F)F)CC1)NCc1ccc(F)cc1	5	-4	1.0	-10	-3	3	-26	-7	4	-3
Cc1ccc(S(=O)(=O)N2CCC(C(=O)NCCCN3CCCC3=O)CC2)cc1C	-21	-2	-0.4	-6	0	6	-21	1	4	-2
CCOC(=O)CSc1ncccn1	7	1	-0.7	-8	-2	-7	-17	2	-3	-1
Cc1ccc(S(=O)(=O)NC(=O)COc2ccccc2C(N)=O)cc1	1	4	-1.2	6	x	-9	-19	0	7	-1
O=C(Nc1ccc(F)cc1)C1CCCO1 (centres undefined)	-3	1	-2.2	-1	-6	-1	-22	3	0	3
CC1CCN(c2ccc([N+](=O)[O-])c(SCCO)c2)CC1	x	x	0.9	4	-1	-14	15	2	x	17
COc1ccc(CCN(C)C2CCCN(C(=O)Cn3cnnn3)C2)cc1OC (centres undefined)	-19	7	-2.6	1	2	-12	-10	-1	-2	0
CCCn1c2ccc(C)cc2c2nnc(SCCN3CCOCC3)nc21	11	-3	-1.6	-29	-1	-12	-9	1	-11	-1
CCCc1c(C)c2cc(C)ccc2[nH]c1=O	-4	-2	-0.5	-6	x	-1	x	4	2	1
Cc1c(C(=O)Nc2ccc(S(=O)(=O)Nc3ncccn3)cc2)oc2ccc(F)cc12	-8	3	-1.2	-14	-3	4	-10	0	14	-3
O=C(N/N=C(\c1ccccc1)c1cccnc1)c1ccc(O)cc1	2	-3	-0.4	-7	4	3	-2	-2	3	0
CCOc1c(CNCCCSc2nc(C)cc(C)n2)cccc1OC	6	-2	-3.9	-2	10	-16	10	0	x	0
NS(=O)(=O)c1ccc(NC(=O)COC(=O)CC2Sc3ccccc3NC2=O)cc1 (centres undefined)	8	-3	-1.0	-5	20	15	-8	3	0	3
CCn1c(N2CCN(C(=S)Nc3ccc(OC)cc3)CC2)nc2ccccc21	-9	3	1.2	-10	0	2	49	6	2	-1
C=CCC[C@H](Cc1ccc(F)cc1)C(=O)OC[C@H](Cc1c[nH]c2ccccc12)NC(=O)[C@@H](CC=C)CC(=O)NCCO	-9	-2	-1.2	-18	-3	-13	6	1	6	x
CC(C)Oc1ccc(/C(O)=C2/C(=O)C(=O)N(CCN3CCOCC3)C2c2ccccc2)cc1 (centres undefined)	-17	0	0.4	1	x	-9	-5	5	x	0
COCC(C)N1CCC(n2nccc2NC(=O)c2ccccc2Cl)CC1 (centres undefined)	5	2	0.7	-1	0	-19	-11	-1	5	0
O=C1NN(c2cccc(Br)c2)C(=O)/C1=C/c1ccc(-c2cc([N+](=O)[O-])ccc2O)o1	1	-2	-0.1	-7	x	-7	x	4	9	x
Cc1cc2cc(CCNC(=O)c3cccc([N+](=O)[O-])c3)c(=O)[nH]c2cc1C	-20	8	-0.1	-5	x	10	-3	-2	-2	0
Cc1ccc2nc(SCc3nnc(-c4ccccc4[N+](=O)[O-])o3)c(C#N)cc2c1	10	10	0.9	-8	0	-15	-2	-2	-4	15
CC(=O)Nc1cccc(-n2nnc(SCC(=O)Nc3ccccc3)n2)c1	-8	-2	0.0	-9	-1	17	-7	-4	4	3

Structures listed above shown as hits in dFosB act.
| mol | CDK5 p35 inh | dFosB act | Wnt act | PvdQ acylase | SR-BI HDL uptake | V-ATPase pH | MITF TRPM1 HTS | NSD2 HMT inh |
| --- | --- | --- | --- | --- | --- | --- | --- | --- |
| CCOC(=O)c1c(C)n(CC(O)CN(C)C)c2cc(Br)c(OC)cc12 (centres undefined) | 0.5 | 31* | 2 | -3 | 1 | 1 | 16 | -1 |

Going on with the list.
SMILES	HTR5A inv ctr	HTR5A ag	CDK5 p35 inh	dFosB act	Wnt act	PvdQ acylase	SR-BI HDL uptake	V-ATPase pH	MITF TRPM1 HTS	NSD2 HMT inh
CC(=O)Nc1ccc(S(=O)(=O)Nc2nc3n(n2)C(c2ccccc2)CC(=O)N3)cc1 (centres undefined)	14	1	1.6	-6	-2	-20	-44	-1	3	-3
O=c1c2sccc2n(Cc2cccc(F)c2)c(=O)n1-c1ccc(F)cc1	-2	7	x	-1	x	2	21	6	-2	-2
O=C(N=C1SC2CS(=O)(=O)CC2N1c1ccc(Cl)cc1Cl)C1CCCO1 (centres undefined)	-15	4	-0.3	-4	-1	11	-13	-14	-6	32
Cc1ccc(-c2ccc([C@H]3[C@H]4C=CC[C@@H](C)[C@@H]4C(=O)N3Cc3ccccc3)c(F)c2)cc1	9	2	0.0	5	-10	-2	18	5	2	x
CCOc1ccc(CC(=O)NCc2ccc3c(c2)cc(C)n3C)cc1	-11	-3	-1.7	-8	-3	-8	-1	-3	x	x
O=C(CNC(=O)c1sc2ccccc2c1Cl)NC1CC1	7	1	-0.1	-8	10	0	-17	0	24	-4
COc1ccc(/C=N/NC(=O)c2ccc(N(C)S(=O)(=O)c3ccccc3)cc2)cc1	3	2	-6.3	-2	-3	-16	68	3	-12	-2
Cn1c(=O)n(CC(=O)Nc2cccnc2)c2ccccc21	x	x	0.5	3	x	4	-7	-7	1	-2
COc1ccccc1NC(=O)COC(=O)C1C2CC3OC(=O)C1C3C2 (centres undefined)	-10	4	0.7	-11	2	13	x	2	1	3
CC(=O)NC(Cc1ccccc1)C(=O)OCC(=O)c1ccccc1 (centres undefined)	11	2	0.6	2	0	3	-37	3	-3	-1
Cc1ccccc1-c1ccc(/C=C2/SC(N3CCOCC3)=NC2=O)o1	-13	6	-0.5	-13	-1	-5	3	-1	x	-2
C=C1CCN([C@@H](Cc2ccccc2)C(=O)Nc2ccc(OC)cc2)S(=O)(=O)c2ccccc21	-10	3	0.3	0	17	-13	6	1	3	x
CC(C)CCC(O)(CCC(C)C)C(=O)NNc1ccccc1	-21	2	-0.8	-5	-3	-6	24	1	3	-1
CCN1CCN(C(=O)Nc2ccc(Cc3ccc(NC(=O)N4CCN(CC)CC4)cc3)cc2)CC1	-18	-4	-1.5	-1	-1	-11	-7	-2	7	5
COCCN1C(=O)CC(NNC(=O)c2ccc(S(=O)(=O)N3CCCC3)cc2)C1=O (centres undefined)	-9	-1	0.9	3	1	-14	-39	2	-4	-6

Fetched by structure from the entries so far, 4 records:
SMILES	HTR5A inv ctr	HTR5A ag	CDK5 p35 inh	dFosB act	Wnt act	PvdQ acylase	SR-BI HDL uptake	V-ATPase pH	MITF TRPM1 HTS	NSD2 HMT inh
COCCN1C(=O)CC(NNC(=O)c2ccc(S(=O)(=O)N3CCCC3)cc2)C1=O (centres undefined)	-9	-1	0.9	3	1	-14	-39	2	-4	-6
COc1ccc(/C=N/NC(=O)c2ccc(N(C)S(=O)(=O)c3ccccc3)cc2)cc1	3	2	-6.3	-2	-3	-16	68	3	-12	-2
CCN1CCN(C(=O)Nc2ccc(Cc3ccc(NC(=O)N4CCN(CC)CC4)cc3)cc2)CC1	-18	-4	-1.5	-1	-1	-11	-7	-2	7	5
CCOc1ccc(CC(=O)NCc2ccc3c(c2)cc(C)n3C)cc1	-11	-3	-1.7	-8	-3	-8	-1	-3	x	x

The list goes on:
SMILES	HTR5A inv ctr	HTR5A ag	CDK5 p35 inh	dFosB act	Wnt act	PvdQ acylase	SR-BI HDL uptake	V-ATPase pH	MITF TRPM1 HTS	NSD2 HMT inh
COc1ccc(C(=O)N/C(=C\c2cn(C)c3ccccc23)C(=O)N2CCOCC2)cc1	-1	-3	-6.6	-10	0	-18	-5	1	-9	-5
O=C(Cc1ccc(Br)cc1)NCc1ccccc1	7	-2	-1.0	9	1	-27	-10	8	7	-10
CCCS(=O)(=O)N1CCC(C(=O)NCCc2ccc(C)cc2)CC1	-30	-3	0.2	-9	x	-14	-18	2	-2	-1
CCOc1ccc(NC(=O)CSc2nnc(CNC(=O)c3cccs3)o2)cc1	3	-2	-3.4	1	1	-3	12	-1	-7	-1
COc1cccc(C(c2sc3nc(C)nn3c2O)N2CCC3(CC2)OCCO3)c1 (centres undefined)	-21	-3	-2.5	6	-1	10	-8	-3	-11	x
O=S(=O)(c1ccc2c(c1)nc1n2CCC1)N1CCOCC1	0	-3	0.5	3	3	-4	-29	10	x	92*
Nc1nc(SCC(=O)N2CCOCC2)[nH]c(=O)c1-c1ccccc1	-14	2	-10	-11	-2	-5	-16	-2	-9	12
Cn1c(=O)c2c(ncn2Cc2ccccc2)n(C)c1=O	-8	4	-0.4	3	-1	-5	3	1	-3	x
Cc1sc2ncnc(N[C@@H](Cc3c[nH]c4ccccc34)C(=O)O)c2c1C	-6	-4	x	-4	x	-14	-14	-2	-9	-1
N#Cc1ccc(C(=O)OCC(=O)N2CCCCCC2)cc1	6	2	0.8	-9	-3	2	-8	2	2	2
O=C(CN1C(=O)CCSc2ccccc21)Nc1ccccc1	7	-2	-5.7	2	x	-15	-6	-2	-4	-1
O=C(COC(=O)COc1cccc(F)c1)NCC1CCCCC1	-11	-3	-2.1	2	0	6	-14	4	6	2
COc1ccc(NC(=O)CNC(=O)c2ccco2)cc1	-25	7	-0.4	-3	4	1	-29	0	x	-2
CC(=O)Nc1cccc(C(=O)OCC(=O)NCc2cc(C)c(O)c(C)c2)c1	10	2	-0.6	-1	2	-16	-24	6	74	1

Compound profiles (already shown):
`C=C1CCN([C@@H](Cc2ccccc2)C(=O)Nc2ccc(OC)cc2)S(=O)(=O)c2ccccc21` is entered as HTR5A inv ctr = -10; HTR5A ag = 3; CDK5 p35 inh = 0.3; dFosB act = 0; Wnt act = 17; PvdQ acylase = -13; SR-BI HDL uptake = 6; V-ATPase pH = 1; MITF TRPM1 HTS = 3; NSD2 HMT inh = x
`CC(C)CCC(O)(CCC(C)C)C(=O)NNc1ccccc1` is entered as HTR5A inv ctr = -21; HTR5A ag = 2; CDK5 p35 inh = -0.8; dFosB act = -5; Wnt act = -3; PvdQ acylase = -6; SR-BI HDL uptake = 24; V-ATPase pH = 1; MITF TRPM1 HTS = 3; NSD2 HMT inh = -1
